Screening data as filed in PubChem.
ssDAF12 agonist: activators of S. stercoralis DAF-12 nuclear receptor | HEK293 ssDAF-12/GRIP1 lit1-tk-luc reporter, luminescence; % of 3 µM dafachronic acid response | actives 1% (n = 370,000) | AID 652126 | activation, % at 6.8 µM;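 active means activation above the mean over all tested compounds plus 3 SD, cut at about 0.9% in these data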;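 further: 0% = DMSO-only wells and 100% = 3 µM delta7-dafachronic acid wells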
SMARCA2 activ: activators of SMARCA2 function; actives 1% (n = 370,000); MG213 cells, MMTV-luciferase reporter, dexamethasone, overnight; activation, % at 9.1 µM; in the data active means activation above about 7.8%;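 further: 0% = vehicle wells and 100% = reference activator wells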
ADAM10 inh: ADAM10 inhibition, QFRET primary screen; O14672; recombinant ADAM10, EDANS/DABCYL FRET peptide cleavage, 3 h; inhibition, % at 7 µM; actives 0.62% (n = 370,000);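 active means inhibition above a per-campaign cutoff equal to the mean of compounds falling between control-based bounds plus 3 SD, cut at about 20% in these data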;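 further: 0% = DMSO wells while the 100% control is not disclosed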
DAX1 inh-1: DAX1 (NR0B1) inhibition, primary screen | HEK293T StAR-luciferase reporter, SF-1/DAX-1 repression relief | inhibition, % at 6.8 µM | actives 1.1% (n = 370,000) | AID 652010;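 active means inhibition above the mean over all tested compounds plus 3 SD, cut at about 3.6% in these data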;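 further: 0% = DAX-1 cells with DMSO and 100% = cells lacking DAX-1 with DMSO; higher inhibition means more luminescence from relief of DAX-1 repression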
hgDAF-12 ag: agonists of H. glycines DAF-12 nuclear receptor; activation, % at 6.8 µM; HEK293 GAL4-hgDAF12 UAS-luciferase reporter, agonist luminescence; normalized to butyrate control; actives 1.8% (n = 370,000);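 active means activation above a cutoff set at the mean of all screened compounds plus 3 SD, cut at about 10% in these data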;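 further: 0% = DMSO wells and 100% = sodium butyrate wells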
GAA850 FXN act: frataxin GAA850 promoter activation. HEK293 lucGAA850 FXN promoter luciferase reporter, 24 h; percent of 10 µM SAHA response. activation, % at 6 µM. actives 0.56% (n = 360,000). AID 540364;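 active means activation above the average of all compounds screened plus 3 SD, cutoff fixed separately per campaign, cut at about 7.5% in these data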;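 further: 0% = DMSO wells and 100% = 10 µM SAHA wells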
PG9 binder: binds the HIV-1 gp120 antibody PG9. TR-FRET gp120-PG9 antibody binding. inhibition, % at 6.7 µM. actives 0.43% (n = 360,000); in the data active means inhibition above about 8.5%
DAX1 inh-2: inhibitors of human orphan nuclear receptor DAX1 (NR0B1). P51843. HEK293 Gal4-DAX1 luciferase reporter, luminescence. inhibition, % at 6.75 µM. actives 0.99% (n = 340,000). AID 504766;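 active means inhibition above the mean over all tested compounds plus 3 SD, cut at about 4.2% in these data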;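 further: 0% = DAX1-transfected cells with DMSO and 100% = empty-vector control cells with DMSO; inhibition shows as a rise in luminescence from relieved DAX1 repression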
Target sequence (P51843 207-470 limits assumed): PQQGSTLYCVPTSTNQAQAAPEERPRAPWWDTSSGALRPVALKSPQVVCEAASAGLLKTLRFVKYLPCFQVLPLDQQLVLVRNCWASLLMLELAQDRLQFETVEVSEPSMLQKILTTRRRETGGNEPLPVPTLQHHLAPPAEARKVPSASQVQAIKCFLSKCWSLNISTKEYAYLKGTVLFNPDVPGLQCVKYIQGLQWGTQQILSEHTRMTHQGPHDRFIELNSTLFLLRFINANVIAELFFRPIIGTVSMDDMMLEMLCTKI
NPR1 activator: GC-A (human) enzyme activation | P16066 | HEK293 GC-A cells, cGMP TR-FRET, EC30 ANP; 0% at EC30 ANP, 100% saturating ANP | activation, % at 10 µM | actives 0.14% (n = 370,000); in the data active means activation above about 40%
hcDAF-12 act: activates DAF-12 receptor from parasite H. contortus; actives 1.4% (n = 370,000); AID 652067; activation, % at 6.8 µM; HEK293 hcDAF-12 lit1-tk-luc reporter, luminescence; 0% DMSO, 100% Δ7-dafachronic acid;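 active means activation above the mean of all tested compounds plus 3 SD, cut at about 5.5% in these data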;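 further: 100% = response to 3 µM Δ7-dafachronic acid high control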
ADAM17 inh: inhibits human ADAM17; P78536; recombinant ADAM17, EDANS/DABCYL FRET peptide cleavage; inhibition, % at 6.95 µM; actives 0.83% (n = 370,000);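 active means inhibition above the mean of compounds lying between control limits plus 3 SD, set per campaign, cut at about 8.5% in these data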;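 further: 0% = DMSO-only wells as the low control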
Target sequence (P78536 215-824 limits assumed): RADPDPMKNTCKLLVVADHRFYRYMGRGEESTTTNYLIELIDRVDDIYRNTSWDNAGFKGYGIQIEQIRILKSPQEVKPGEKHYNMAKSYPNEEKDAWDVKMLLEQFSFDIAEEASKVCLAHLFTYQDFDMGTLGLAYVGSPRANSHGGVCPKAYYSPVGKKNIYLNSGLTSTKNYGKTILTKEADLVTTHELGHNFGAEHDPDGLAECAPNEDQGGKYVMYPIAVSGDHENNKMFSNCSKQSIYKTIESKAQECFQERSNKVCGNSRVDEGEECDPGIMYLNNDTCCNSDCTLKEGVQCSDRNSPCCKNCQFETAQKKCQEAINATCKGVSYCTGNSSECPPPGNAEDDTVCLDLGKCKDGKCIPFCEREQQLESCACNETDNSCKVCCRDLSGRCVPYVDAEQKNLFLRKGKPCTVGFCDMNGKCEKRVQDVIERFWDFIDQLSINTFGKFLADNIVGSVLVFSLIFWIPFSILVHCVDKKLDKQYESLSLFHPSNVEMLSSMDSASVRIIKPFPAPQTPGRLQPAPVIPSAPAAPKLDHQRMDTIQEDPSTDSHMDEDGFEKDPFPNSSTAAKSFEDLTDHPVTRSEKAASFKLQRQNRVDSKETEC
* = called active by the depositor; i = inactive; nt = not tested or not shown. No enrichment for hits; 6.8% or so of the library scored in one or more.

SMILES	ssDAF12 agonist	SMARCA2 activ	ADAM10 inh	DAX1 inh-1	hgDAF-12 ag	GAA850 FXN act	PG9 binder	DAX1 inh-2	NPR1 activator	hcDAF-12 act	ADAM17 inh
CCN(CC)C(=O)Cn1cc(C(=O)C(=O)N(CC)C2CCCCC2)c2ccccc21	-0.2	-2	0	0.6	-0.7	-3.0	-1.2	0.2	-1	-1.0	-3
C=CCOC(=O)COc1ccc2c3c(c(=O)oc2c1)CCCC3	-1.3	-1	-296	-1.2	0.1	1.7	0.1	-0.2	17	0.4	-63
COc1cccc(CNS(=O)(=O)c2ccc3c(c2)CC(C)N3C(=O)C2CCC2)c1 (stereo not drawn)	-1.0	-5	9	-0.7	-1.8	-0.4	-2.8	-0.3	-3	-1.6	0
O=C(CCN1CCCCO1)NC1CCCc2c1cnn2-c1ccc(F)cc1F (stereo not drawn)	-1.5	0	-2	-1.4	0.7	-0.8	-0.4	-0.3	1	-1.6	-2
FC(F)(F)c1cc(-c2ccc(Cl)cc2)nc2ncnn12	-0.8	-3	i	0.1	-2.8	0.8	0.2	-0.5	-3	0.0	-188
C1=C[C@H]2CCCN3CC[C@@H]([C@@H]2[C@]32CO2)[C@H]1CCOCc1ccccc1	-1.8	1	-6	-0.2	0.5	nt	-0.1	nt	0	-1.5	0
CCOC(=O)CC(=O)CSc1nc(N)c(C#N)c(-c2ccc(Cl)cc2)c1C#N	-1.2	-3	-4	-0.9	2.1	0.2	0.5	0.1	-3	-0.8	0
O=[N+]([O-])c1ccc(Oc2cnc3ccccc3n2)cc1	-1.4	2	7	-0.5	2.6	-0.1	-2.3	-0.6	-2	-0.5	3
Cc1cccc(C(=O)NCC(=O)N(C)CC(=O)Nc2ccc(N3CCOCC3)cc2)c1	-0.1	-3	-15	-0.5	-1.2	0.9	-1.3	0.6	3	-0.5	-6
Cc1nc(C2CC(=O)OC23CCCCC3)cs1 (stereo not drawn)	-1.2	3	0	-0.5	-0.2	-0.1	-1.0	0.2	-3	-1.8	-1
CCOC(=O)N1CCN(C(=O)COc2ccc(S(=O)(=O)NC(C)C)cc2)CC1	-0.9	-1	-5	1.6	0.7	1.2	1.9	-0.5	1	2.5	0
CCOc1ccc(CCNC(=O)CN2C(=O)NC3(CCCC3)C2=O)cc1OCC	-0.8	-2	-12	-0.4	-0.3	0.9	-2.2	-0.5	1	-0.4	-5
O=C(C[C@H]1C=C[C@H](NC(=O)c2ccccn2)[C@@H](CO)O1)NCc1cc(F)cc(F)c1	-0.3	-6	-10	-0.7	-1.1	nt	-1.6	nt	2	-0.9	-7
CCC(C)N(C)C1CCN(C(=S)Nc2ccc(OC)cc2)CC1 (stereo not drawn)	-0.7	8.9*	2	0.3	1.6	1.0	-2.0	2.9	4	-0.1	0
COc1ccc2[nH]c3c(c2c1)CCN[C@]31C(=O)N(C)c2ccccc21	-1.0	0	-6	-0.2	-0.1	nt	nt	nt	3	4.6	-7
CCN(CC)CCCNC(=O)c1cc(-c2ccccc2)c(N2CCCCC2)s1	-1.2	-3	-16	0.0	-2.2	0.5	-2.4	1.0	-33	-0.9	-8
CC1CCC(C(C)C)C(OC(=O)COC(=O)c2cccn2C)C1 (stereo not drawn)	-1.4	-4	-3	0.0	-0.5	-0.5	1.0	2.6	-5	-0.2	-2
CCn1c(CNC(=O)c2cccs2)n[nH]c1=S	-1.6	-3	-5	-0.8	-0.5	-2.3	0.7	-1.4	2	0.6	-2
O=C(NCc1ccccc1)c1ccc(NC(=O)C2CC2)cc1	-1.1	-3	-21	-0.6	-2.9	3.5	-1.5	0.4	0	-0.6	-3
COc1ccc(NC(=O)COC(=O)Cc2ccccc2[N+](=O)[O-])cc1OC	-1.4	-1	1	-1.5	2.1	-1.8	0.3	-0.1	2	0.0	-2

The last 3 records of the part above come first, to join the parts:
SMILES	ssDAF12 agonist	SMARCA2 activ	ADAM10 inh	DAX1 inh-1	hgDAF-12 ag	GAA850 FXN act	PG9 binder	DAX1 inh-2	NPR1 activator	hcDAF-12 act	ADAM17 inh
CCn1c(CNC(=O)c2cccs2)n[nH]c1=S	-1.6	-3	-5	-0.8	-0.5	-2.3	0.7	-1.4	2	0.6	-2
O=C(NCc1ccccc1)c1ccc(NC(=O)C2CC2)cc1	-1.1	-3	-21	-0.6	-2.9	3.5	-1.5	0.4	0	-0.6	-3
COc1ccc(NC(=O)COC(=O)Cc2ccccc2[N+](=O)[O-])cc1OC	-1.4	-1	1	-1.5	2.1	-1.8	0.3	-0.1	2	0.0	-2
CCOc1cccc(C(=O)N(Cc2cccc(F)c2)C2CCS(=O)(=O)C2)c1 (stereo not drawn)	-1.6	1	-1	0.4	-1.3	-1.2	-1.1	0.6	-9	2.0	2
CCc1ccc(C2C(C#N)=C(N)N(N3CCOCC3)C3=C2C(=O)CC(C)(C)C3)s1 (stereo not drawn)	-1.5	-1	-1	-0.3	1.4	1.3	-1.0	0.5	-2	-0.6	0
Cn1cc(Cl)c(C(=O)N2CCN(c3ncccn3)CC2)n1	-1.6	-1	-3	0.9	1.3	-1.0	-1.0	0.1	1	-1.2	-4
Nc1nc(N)c(Br)c(Nc2ccc(Cl)c(Cl)c2)n1	-0.6	-4	10	-0.1	5.6	3.7	1.9	-2.1	2	1.7	10*
O=C(CSc1ccccc1[N+](=O)[O-])NC1CCS(=O)(=O)C1 (stereo not drawn)	-1.2	-3	-1	0.0	-2.6	2.6	0.6	1.4	1	-0.3	0
O=S(=O)(c1ccc(F)cc1)n1ccc(-c2cccc(OCc3c(F)cccc3Cl)c2)n1	-1.4	-4	8	0.4	-3.0	-0.7	0.3	-1.3	4	0.0	1
COc1cc(C(=O)OCC(=O)NCCCc2ccccc2)ccc1OCC(C)C	-0.4	0	-4	0.9	1.4	0.7	-0.4	1.9	1	-1.2	3
CC1(C)C(C=C(Cl)Cl)C1C(=O)N/N=C/c1ccccc1F (stereo not drawn)	-1.6	-3	9	-0.3	-0.8	0.4	-0.1	-0.7	5	-1.9	-3
O=C(COC(=O)Cc1ccc(Cl)cc1)Nc1ccc2[nH]c(=O)[nH]c2c1	-1.4	1	-2	0.0	0.4	1.8	0.0	-1.4	1	0.4	-4
COc1ccc(CC(=O)c2ccccc2C(=O)O)cc1	-0.3	-2	-1	0.4	0.3	-1.6	0.4	0.0	-3	-0.6	-3
CN(c1ccccc1)S(=O)(=O)c1cccc(NC(=O)c2ccc(=O)[nH]c2)c1	-1.6	-1	-7	-0.9	0.9	0.8	-2.4	0.3	-2	-2.5	0
CCn1c(O)c(C=Nc2ccccc2)sc1=O	-1.9	1	-14	-0.7	2.0	3.9	5.8	0.8	nt	-2.2	-5
COc1ccc(S(=O)(=O)N2CCC(C(=O)NCCCN3CCOCC3)CC2)cc1	-1.2	0	1	0.0	1.4	-1.7	-0.6	-0.1	5	-0.5	-3
COc1ccc(-c2ncncc2-c2ccccc2)c(O)c1	-1.4	2	4	-0.4	3.3	0.1	1.4	0.5	-4	-2.2	-2
COc1ccccc1CSc1ncc(-c2ccc([N+](=O)[O-])cc2)[nH]1	-1.5	0	6	-0.5	5.3	1.8	-0.6	0.5	3	-0.5	6
CN(C)S(=O)(=O)c1ccc(NC(=O)COc2cccc3c2OC(C)(C)C3)cc1	-0.9	-1	-1	-0.2	0.6	2.5	-0.5	-1.2	2	-2.4	-4
CC1CCCC(NC(=O)CCCn2c(=S)[nH]c3ccccc3c2=O)C1C (stereo not drawn)	-1.4	-3	5	-0.5	-2.0	1.9	0.9	-0.8	-4	-1.3	0
CC(C)N=c1c([N+](=O)[O-])nn(C)n1O	-1.9	-1	-5	0.8	4.5	2.3	0.2	0.9	-1	0.7	-2
CC(C)N(C(=O)COC(=O)c1ccc([N+](=O)[O-])cc1)c1ccccc1	-1.1	-2	-9	-0.5	0.8	-0.3	-1.1	1.4	3	-1.3	-7
CN(CC(=O)Nc1ccccc1Cl)C(=O)CSc1nncs1	-1.1	-5	1	2.2	0.0	-1.0	-0.6	-0.2	-1	0.5	7
COc1ccccc1/C=C(/C(=O)OCC(=O)NCc1ccccc1)c1ccccc1	-1.6	-6	19	-0.1	-2.3	0.8	-3.3	0.8	-6	-0.4	8
c1ccc(CCNc2ccnc3cc4ccccc4cc23)cc1	-3.0	-7	i	-4.4	-6.5	-5.8	-13	-4.6	-18	-3.4	-385
Cc1ccc(C)c(OCCCCn2ccnc2)c1	-1.7	-1	0	0.7	0.4	2.7	-1.3	-2.0	-2	-2.4	1
C=CCn1c(SC(C)CC)nc(O)cc1=O (stereo not drawn)	-1.1	2	1	0.2	0.8	2.1	1.0	-0.2	2	-1.2	-1
COC(=O)CNc1cc(S(=O)(=O)N2CCCCC2)ccc1Oc1ccc(C(=O)OC)cc1	-1.8	-6	8	-0.4	-2.1	-1.0	-0.3	-1.3	0	-2.4	0
CN(Cc1cnn(C)c1)C(=O)c1sc2cccc(Cl)c2c1Cl	-0.8	0	3	0.1	-0.5	0.0	0.8	-0.1	-6	-1.9	-1
COc1ccc(C)cc1-n1nnnc1SCc1csc(C)n1	-1.6	2	-6	-0.5	0.6	-1.0	0.8	0.7	-2	-0.6	3
CCOc1ccc2ccc(OCC)c(/C=N/n3cnnc3)c2c1	-0.6	0	-40	-0.4	2.0	2.8	-0.3	1.4	-5	-1.4	-23
Cc1nnc(NC(=O)CC23CC4CC(CC(C4)C2)C3)s1	-1.7	-2	0	0.2	1.2	5.1	-0.5	1.0	4	-0.1	4
CN1CCN(CC(O)COC(c2ccccc2)c2ccccc2)CC1 (stereo not drawn)	0.0	0	11	1.8	3.5	2.8	0.1	nt	0	1.4	4
O=S(=O)(c1ccccc1)N1CCN(CC(O)COc2ccc3c(c2)CCC3)CC1 (stereo not drawn)	-1.6	-4	16	-0.8	-2.2	3.5	0.3	-2.5	5	-1.6	-1
O=C(C1CC1)N1CCc2cc(Br)cc(S(=O)(=O)NCc3ccccn3)c21	-1.1	-2	8	0.3	-0.8	1.0	-1.0	-0.5	-4	0.1	2
O=C(COC(=O)CNC(=O)c1ccc(Cl)cc1Cl)NC(=O)NC1CCCCC1	-1.0	5	1	-0.7	0.1	-0.8	-1.3	0.5	3	-0.1	1
Cc1cc(C=O)c(C)n1-c1ccc(N2CCCCC2)c([N+](=O)[O-])c1	-2.1	0	8	-1.4	-2.2	-2.2	0.3	-1.4	-2	-3.0	0
CCOc1ccc(NS(=O)(=O)c2cc(NC(=O)CCS(=O)(=O)c3ccc(C)cc3)ccc2OC)cc1	-1.4	-2	7	-0.7	-0.6	-0.6	-2.1	-0.3	-2	1.7	5

Some entries already given, showing only DAX1 inh-2, hcDAF-12 act and SMARCA2 activ.
Molecule	DAX1 inh-2	hcDAF-12 act	SMARCA2 activ
CCOc1ccc2ccc(OCC)c(/C=N/n3cnnc3)c2c1	1.4	-1.4	0
Cc1nnc(NC(=O)CC23CC4CC(CC(C4)C2)C3)s1	1.0	-0.1	-2
